p97 inhibitor: inhibitors of human p97 ATPase, primary screen, biochemical; Transitional endoplasmic reticulum ATPase (Homo sapiens), P55072; recombinant p97 ATPase, Kinase-Glo ATP luminescence, 3 h; inhibition, % at 8 µM; 220,000 tested, 0.42% active; in the data active = inhibition above about 15%;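 also: 0% = DMSO vehicle and 100% = wells lacking enzyme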
14-3-3 Bad PPI: inhibitors of 14-3-3 zeta/Bad binding, primary screen, biochemical, TR-FRET, bovine 14-3-3 zeta | 14-3-3 protein zeta/delta (Bos taurus), P63103 | TR-FRET 14-3-3zeta/Dy647-pBad peptide displacement, 1 h | inhibition, % at 21.7 µM | 220,000 tested, 0.71% active;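 active = inhibition above about 70%, limit read from the data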;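 also: 0% = full 14-3-3 plus peptide FRET controls and 100% = background without 14-3-3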
KLK5 inh: human KLK5 protease inhibitors, primary screen, biochemical, 1536-well | Kallikrein-5 (Homo sapiens), Q9Y337 | recombinant hK5, fluorogenic AMC substrate cleavage | inhibition, % at 5 µM | 210,000 tested, 0.59% active;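 active = inhibition of 40% or more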;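 also: 0% = enzyme controls without compound and 100% = no-enzyme blanks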
Wee1 degr inh: Wee1 degradation inhibitors, primary screen, cell-based, HeLa, Wee1K328M-luciferase, luminescence. HeLa Luc-Wee1K328M stability; 100% = proteasome inhibitor MG132 effect. reporter increase, % at 5 µM. 220,000 tested, 1.2% active. AID 1321, 2008;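 active = activation above the mean of all tested compounds plus 3 SD, set per screening run, cut at about 8.8% in these data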;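 also: cells exposed to compound for 20 h before luminescence read; 0% = DMSO alone and 100% = MG132 at 30 µM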
FXIa inh 1536: human FXIa protease inhibitors, primary screen, biochemical, 1536-well; Coagulation factor XI (Homo sapiens), P03951; purified FXIa, Boc-Glu-Ala-Arg-AMC fluorogenic substrate; inhibition, % at 5 µM; 220,000 tested, 0.14% active;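 active = inhibition of at least 40%; inactive = inhibition below 40%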;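 also: fluorescence of freed AMC excited at 355 nm; 0% = enzyme without compound and 100% = no enzyme blank; many of its hits are not listed in these tables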
eIF4E 4G PPI: eIF4E–eIF4G protein interaction inhibitors, primary screen, biochemical, uHTS, TR-FRET, eIF4GI fragment | Eukaryotic translation initiation factor 4E (Mus musculus) + Eukaryotic translation … | TR-FRET eIF4E-eIF4GI(517-606) binding, 2 h | inhibition, % at 21.7 µM | 220,000 tested, 0.37% active;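 active = inhibition above about 30%, limit read from the data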;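 also: 0% = full FRET control wells and 100% = background wells lacking eIF4GI fragment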
Rad51 HR inh: human RAD51 strand exchange inhibitors, primary screen, biochemical, fluorescence. DNA repair protein RAD51 homolog 1 (Homo sapiens), Q06609. hRad51 DNA strand exchange, fluorescence dequenching. inhibition, % at 10 µM. 200,000 tested, 0.085% active. AID 1385, 2008;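 active = inhibition above 40% at the single screening dose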;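 also: 0% = DMSO control wells and 100% = blanks with heterologous ssDNA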
Target sequence (Q06609 whole entry, looked up): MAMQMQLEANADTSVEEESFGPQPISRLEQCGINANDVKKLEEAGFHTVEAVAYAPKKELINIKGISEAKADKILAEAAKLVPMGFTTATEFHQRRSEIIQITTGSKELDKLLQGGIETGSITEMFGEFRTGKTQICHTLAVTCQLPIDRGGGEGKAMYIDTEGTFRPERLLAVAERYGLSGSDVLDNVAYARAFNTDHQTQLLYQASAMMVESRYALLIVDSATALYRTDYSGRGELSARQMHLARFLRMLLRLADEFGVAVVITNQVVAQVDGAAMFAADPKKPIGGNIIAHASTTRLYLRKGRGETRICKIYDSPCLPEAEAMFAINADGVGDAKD
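Material: hRad51 filaments on single-stranded DNA; Reagent: Donor/quencher-labelled 47-bp dsDNA substrate; Compound: 10 µM final, single point; Schedule: 37 °C 15-min filament assembly, 30-min compound preincubation, 15-min exchange; Technique: FRET fluorescence, excitation 485 nm, emission 520 nm; Benchmarks: control wells and blank wells on each plate.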
MDM2 E3 inh: MDM2-luciferase reporter signal enhancers, primary screen, MDM2 E3 ligase inhibitor project, cell-based, luminescence, 1536-well | E3 ubiquitin-protein ligase Mdm2 (Homo sapiens), Q00987 | cell-based MDM2 ubiquitination luciferase reporter, 2 h; 0 = plate control, 100 = twice control, blank-subtracted | signal enhancement, % at 5 µM | 210,000 tested, 0.11% active | AID 1230, 2008;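 active = signal enhancement of 30% or more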;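 also: luminescence tracks abundance of the self-degrading MDM2-luciferase fusion protein; higher signal means inhibition of MDM2 E3 ligase activity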
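Material: stable MDM2–luciferase fusion reporter cells / Quantity: 2000 cells/well / Dosing: single 5 µM compound dose, 0.2% final DMSO / Buffer or medium: DMEM / Schedule: 4 h cell settling then 2 h compound exposure, 37 °C / Detection: luminescence with SteadyLite reagent, 15 min at room temperature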
FXIIa inh: human FXIIa protease inhibitors, primary screen, biochemical, 1536-well; Coagulation factor XII (Homo sapiens), P00748; purified FXIIa, Boc-QGR-AMC fluorogenic substrate, 2 h; inhibition, % at 5 µM; 220,000 tested, 0.3% active; AID 800, 2007; in the data active = inhibition above about 40%;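 also: 0% = enzyme with no compound and 100% = blank without enzyme; many of its hits are not listed in these tables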
Target sequence (P00748 20-372 limits assumed): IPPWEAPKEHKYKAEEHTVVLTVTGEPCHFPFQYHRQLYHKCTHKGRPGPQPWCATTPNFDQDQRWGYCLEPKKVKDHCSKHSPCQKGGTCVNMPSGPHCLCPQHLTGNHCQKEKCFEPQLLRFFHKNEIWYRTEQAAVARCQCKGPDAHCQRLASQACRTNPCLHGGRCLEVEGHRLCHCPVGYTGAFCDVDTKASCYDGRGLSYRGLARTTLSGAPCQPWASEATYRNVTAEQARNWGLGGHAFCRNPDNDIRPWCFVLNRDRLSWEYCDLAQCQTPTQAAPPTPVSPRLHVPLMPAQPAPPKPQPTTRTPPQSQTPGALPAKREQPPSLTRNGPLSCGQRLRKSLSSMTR
Target sequence (P00748 373-615 limits assumed): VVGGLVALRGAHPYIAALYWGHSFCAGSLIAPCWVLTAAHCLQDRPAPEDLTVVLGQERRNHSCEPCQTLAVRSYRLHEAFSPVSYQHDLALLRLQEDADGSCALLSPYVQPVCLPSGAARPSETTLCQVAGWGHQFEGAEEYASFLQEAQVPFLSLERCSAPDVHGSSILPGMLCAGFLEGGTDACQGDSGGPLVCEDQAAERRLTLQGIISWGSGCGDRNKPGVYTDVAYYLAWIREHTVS
An asterisk follows results filed as active; x = no result given; [ ] = dose if it differs, or a comment.

p97 inhibitor	14-3-3 Bad PPI	KLK5 inh	Wee1 degr inh	FXIa inh 1536	eIF4E 4G PPI	Rad51 HR inh	MDM2 E3 inh	FXIIa inh	canonical_smiles
-6	20	5	3	4	5	x	20	10	CC(C)Nc1nc(NC(C)C)nc(Oc2ccc(OCc3ccccc3)nn2)n1
-3	3	-1	3	6	-4	x	-11	17	CCN(CC)c1ccc(CN(C(=O)c2ccco2)C2CCS(=O)(=O)C2)cc1 (configuration not stated)
-6	28[fluorescence artefact?]	-6	-1	-3	-2	4	-12	4	COc1cc2c(cc1OC)C(C(=O)N1CCCCC1)C(c1ccccc1F)N(C)C2=O (configuration not stated)
-9	2	2	-1	-1	1	-5	-1	13	CCOC(=O)C1CCN(C(=O)COc2cc(C)c(Br)cc2C)CC1
-2	-8	-12	2	-8	2	-94	-12	-1	CC(OC(=O)c1ccccc1O)C(=O)Nc1ccc(Cl)cn1 (configuration not stated)
-8	21	6	-2	3	6	-11	-9	14	CCC1CCCCN1C(=O)COc1ccccc1NC(C)=O (configuration not stated)
-5	7	-15	3	5	1	0	-6	5	O=C(CCCOc1ccc(Cl)cc1)N1CCCCC1
-2	-1	x	-1	-2	0	x	-22	6	O=C(O)c1ccccc1/C=N/N1CCN(C2c3ccccc3-c3ccccc32)CC1
-4	20	-9	-5	6	-3[fluorescence artefact?]	-6	-2	14	CC1(C)Cc2nc(N)c(=O)sc2C1
2	-6[fluorescence artefact?]	-7	-2	8	6	-24	7	16	C/C(CC(=O)N(C(C)C)C(C)C)=N\NC(=O)COc1ccc(Br)cc1Br
0	-3	6	0	-4	4	4	-10	5	COC(=O)CCN(C(=O)c1cc([N+](=O)[O-])cc([N+](=O)[O-])c1)c1ccccn1
-8	12[fluorescence artefact?]	-7	0	1	3[fluorescence artefact?]	0	-2	10	CCOC(=O)C1CCN(C(=O)C23CC4CC(CC(C4)C2)C3)CC1
3	-17	x	-1	1	2	8	-11	9	COc1cccc(CN2CCNC(=O)C2CC(=O)N(C)CCc2ccccn2)c1OC (configuration not stated)
4	-4	-40	-3	-5	-1	4	8	5	Cc1ccccc1Cn1cc(NC(=O)CCCn2nc([N+](=O)[O-])cc2C)cn1
1	-1	0	-1	1	-9	x	x	9	CN(C)S(=O)(=O)c1ccc(NC(=O)CSc2nnnn2C)cc1
14	-4	-8	0	-6	-3	-1	-9	-1	O=C(c1cccc2ccccc12)N1CCN(c2ccc([N+](=O)[O-])c(N3CCOCC3)c2)CC1
3	9	4	0	-5	-3	-13	-5	10	O=C1CC(NC(=O)C(F)(F)F)c2cc3c(cc21)OCO3 (configuration not stated)
-7	29	1	-3	-3	4	-11	-8	5	CC(=O)Nc1ccc(/C=C/c2ccc3c([N+](=O)[O-])cccc3n2)cc1
2	-9	-1	-2	-4	-1	10	-7	4	COc1cccc(CN2CCN(Cc3c(C)nn(C(C)C)c3C)CC2CCO)c1 (configuration not stated)
-9	5	18	4	12	2	-2	-15	15	O=C(COc1ccc(-c2nnc(N3CCCCC3)c3ccccc23)cc1)N1CCCCC1
5	51	-15	1	3	-2[fluorescence artefact?]	x	-9	-9	O=C(CCC1CCCC1)N1CCN(C2CCCC2)CC1
-7	-7	-4	-1	-4	-12	1	-1	7	CC1CCc2c(sc(NC(=O)COC(=O)c3ccccc3NCc3ccco3)c2C#N)C1 (configuration not stated)
3	-19	-3	-2	-3	-1	-3	8	0	Cc1ccccc1-c1nc(CN2CCSCC2)c(C)o1
-5	-12	-12	-1	-2	-9	0	-11	13	CC(C)(C)Sc1nc(O)cc(=O)[nH]1
-2	5	1	2	-2	6	1	-9	-7	CCOC(=O)/C(C#N)=C/c1cc2ccccc2nc1Cl
0	-3	2	4	-3	-1	-6	5	8	O=C(Nc1nnc(Cc2ccccc2)s1)c1cccnc1
0	-3[fluorescence artefact?]	-3	8	5	1[fluorescence artefact?]	15	-22	15	CCOc1c(Cl)cc(/C=N/O)cc1OC
3	42	-21	0	1	10	3	-4	18	O=C(c1cc2c(s1)CCCC2)N1CCN(Cc2ccc3c(c2)OCO3)CC1
3	-9	-3	-3	5	-1	28	-6	8	COc1ccccc1OCc1ccc(C(=O)NCC(C)C)o1
2	-5	3	-1	-7	3	1	-17	-12	Cc1nnc(SCC(=O)NCC2CCCCC2)n(N)c1=O
3	-5	-13	11*	-2	1	5	x	7	NC(N)=NS(=O)(=O)c1ccc(N)cc1
-4	-4	-2	-1	-5	2	7	-6	x	Cc1cc(NC(=O)COC(=O)c2ccco2)no1
8	-4	-3	2	0	-1	x	-5	16	CCCNC(=O)Nc1cccc(NC(C)=O)c1
-6	13	-20	0	1	-3	7	-5	0	COc1cccc(NC(=O)COC(=O)c2cc(S(=O)(=O)N3CCOCC3)ccc2C)c1
-2	-2	x	4	0	2	-26	-6	6	Cc1ccc(NC(=O)CN2CCCCC2)c2c1CC(C)(C)O2
1	-4	-12	0	-1	3	-10	-15	4	Cc1ccc(N/N=C(\C#N)C(=N)N2CCCCCC2)cc1

Wee1 degr inh, what is marked active above
p97 inhibitor	14-3-3 Bad PPI	KLK5 inh	Wee1 degr inh	FXIa inh 1536	eIF4E 4G PPI	Rad51 HR inh	MDM2 E3 inh	FXIIa inh	canonical_smiles
3	-5	-13	11*	-2	1	5	x	7	NC(N)=NS(=O)(=O)c1ccc(N)cc1

New compounds follow.
p97 inhibitor	14-3-3 Bad PPI	KLK5 inh	Wee1 degr inh	FXIa inh 1536	eIF4E 4G PPI	Rad51 HR inh	MDM2 E3 inh	FXIIa inh	canonical_smiles
-6	14	-32	-2	2	-1	-4	5	11	Cc1cc(OCc2nn[nH]n2)c2c(-c3ccccc3)cc(=O)oc2c1
5	-2	-10	0	-6	4	9	-9	4	O=C(O)CCCC(=O)NNC(=O)c1cccc(Br)c1
2	-1[fluorescence artefact?]	-15	-3	-3	-2[fluorescence artefact?]	x	-4	-3	CCOC(=O)Cn1c(=NC(=O)c2cc(-c3cccs3)nc3ccccc23)sc2cc(S(N)(=O)=O)ccc21
4	-10	-4	-3	-4	0	-14	-3	5	O=C(COc1ccccc1Cl)Nc1cc(Cl)ccc1O
3	4	-9	1	2	-1	3	-3	3	Cc1ccc2cc(C3CC(c4ccco4)=NN3C(=O)CCCC(=O)O)c(Cl)nc2c1 (configuration not stated)
2	-7[fluorescence artefact?]	8	-2	-2	1[fluorescence artefact?]	6	0	13	O=C(Cn1cnc2c(oc3ccccc32)c1=O)NCc1ccco1
6	-12	2	4	-3	1	0	-11	10	O=C(/C=C/c1ccccc1)NC(=S)N1CCSCC1
8	-24	-3	7	4	7	-8	0	9	CCOC(=O)c1[nH]c2ccc(OC)cc2c1NC(=S)N1CCN(c2ccccc2)CC1
1	-9[fluorescence artefact?]	4	2	-3	-1[fluorescence artefact?]	x	-11	2	Cc1cccc(-c2nnc3n2N=C(c2ccccc2Br)CS3)c1
5	-3	-20	-1	3	4[fluorescence artefact?]	0	-9	14	O=c1[nH]c(Cc2ccc(F)cc2)nc2scc(-c3ccc(F)cc3)c12
-3	6	-4	4	-1	6	10	-13	7	CCCC(=O)Nc1nc2ccc(S(=O)(=O)N3CCCCC3)cc2s1
4	-5	-21	2	-13	-7	-9	-18	6	CC1CCCCC12NC(=O)N(CC(=O)c1ccc[nH]1)C2=O (configuration not stated)
0	6[fluorescence artefact?]	14	-2	4	-5[fluorescence artefact?]	-2	-19	11	CCCCCNC(=O)CCn1c(=O)oc2ccccc21
4	-10	-6	1	-2	-1	-36	-6	4	Cc1cc(NC(=O)c2ccc(Cl)cc2)c(C)cc1O
3	4	-1	2	-7	3	5	-17	3	CCCS(=O)(=O)N1CCC(C(=O)NCc2ccco2)CC1
2	0	4	2	-1	-2	-4	-6	11	CC(C)n1nnnc1SCC(=O)N1CCN(C(=O)c2ccco2)CC1
4	5	5	0	5	11	5	1	21	N=C1C(c2nc3ccccc3s2)=C(O)CN1CCCO
13	9	-1	-2	-8	4[fluorescence artefact?]	-5	-11	-3	Cc1nnc(SCCn2c(N3CCN(C)CC3)nc3c2c(=O)n(C)c(=O)n3C)s1
2	-3	1	0	1	10[fluorescence artefact?]	-20	-10	9	Cc1cc(NC(=O)/C(C#N)=C/c2ccc(-c3cccc(C(F)(F)F)c3)o2)n(-c2ccccc2)n1
x	6	5	x	8	-10	0	-21	13	O=C1/C(=C/c2ccc(O)c(O)c2)Oc2cc(O)ccc21
-1	-3[fluorescence artefact?]	-22	2	-3	-1	-2	-9	-5	CCOC(=O)c1ccc(S(=O)(=O)Nc2ccccc2-c2nnn(CC)n2)cc1
0	-4	-7	0	-17	-2[fluorescence artefact?]	0	-10	-1	CC(=O)Nc1nnc(Cc2ccccc2)s1
-4	-5	88*	0	30	1	-25	-88	24	CCc1ccc(N(C(C)=O)c2nc(CCl)cs2)cc1
4	-8	6	0	-5	-43	x	-7	13	COc1ccc(CCNc2cc(N3CCN(C(=O)c4ccccc4F)CC3)ccc2[N+](=O)[O-])cc1OC
-3	4	-3	0	0	-8[fluorescence artefact?]	-2	-6	11	CCOc1ccccc1C1N(c2ccc(F)cc2)C(=O)C2CCCN21 (configuration not stated)
3	x	-152	-2	-1	x	-2	-12	9	CCOC(=O)CCc1c(C)c(C#N)c2[nH]c3ccccc3n2c1=O
2	11	-11	-2	2	2	x	-6	9	Cc1ccccc1C(=O)NNC1CC(=O)N(c2ccc3c(c2)OCCO3)C1=O (configuration not stated)
-4	10	36	0	6	4[fluorescence artefact?]	0	-19	14	Nc1ccc2oc3ccccc3c2c1
-2	-8	-5	1	-5	4	-6	4	3	Nc1c(-c2ccccn2)cnn1-c1nc(-c2ccc(F)cc2)cs1
-6	4	5	1	6	-7	-4	4	17	COc1ccc(OC)c(S(=O)(=O)N2CCC(C(=O)N3CCc4ccccc4C3)CC2)c1
-1	19	x	-2	4	3	x	-25	15	O=C(O)CCCn1cc(NC(=O)c2ccc(Br)o2)cn1
5	4	-10	-1	5	3	x	-11	13	Nc1cc(=O)nc(SCC(=O)Nc2ccccc2)n1-c1ccccc1
-1	-1[fluorescence artefact?]	-20	0	-6	-2[fluorescence artefact?]	1	-22	5	CCCn1c(-c2cc(OC)c(OC)c(OC)c2)nc2nc3ccccc3nc21
1	-12	-30	-3	12	0	2	-19	21	CCC/S(CC1CC1(Cl)Cl)=N\S(=O)(=O)c1ccc(C)cc1 (configuration not stated)

Source: PubChem
